STEP inh: STEP phosphatase inhibitors, primary screen, biochemical, fluorescence intensity, uHTS; Tyrosine-protein phosphatase non-receptor type 5 (Homo sapiens), P54829; 360,000 tested, 0.25% active; recombinant STEP, OMFP fluorogenic substrate; inhibition, % at 20 µM;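 active = inhibition at 20 µM, scaled per plate between control wells, above about 37%, limit read from the data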;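 note: 0% = DMSO with enzyme and substrate and 100% = substrate only without enzyme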
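Measure: Control-normalized % inhibition with plate pattern correction | Test system: STEP phosphatase, cell-free reaction | Medium: pH 6.0 Bis-Tris with DTT and Tween 20 | Technique: Fluorescence, 480/540 nm | Times: Reaction 20 min, ambient temperature | Doses: Single compound dose of 20 µM, 1% DMSO final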
Scp-1 inhibitor: Scp-1 phosphatase inhibitors, primary screen, biochemical, colorimetric, uHTS; Carboxy-terminal domain RNA polymerase II polypeptide A small phosphatase 1 (Homo …; Recombinant Scp1, phosphopeptide, malachite green phosphate absorbance; inhibition, % at 20 µM; 340,000 tested, 0.88% active; AID 493091, 2011;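 active = inhibition above about 50% at 20 µM, limit read from the data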;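 note: plate controls were DMSO wells with enzyme for no effect and wells lacking enzyme for full effect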
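Material: truncated SCP-1 phosphatase (76-261aa) / Buffer or medium: 50 mM Tris acetate pH 5.5, 0.005% Tween-20, 10 mM MgCl2 / Compound dosing: one concentration, 20 µM, with 1.0% DMSO / Incubation: 45 min room-temperature reaction, 5 min colour, 30 min stabiliser / Detection: colorimetric free-phosphate detection, absorbance 630 nm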
DNMT1 inh: human DNMT1 methyltransferase inhibitors, primary screen, biochemical, molecular beacon, fluorescence, HinP1I cleavage, uHTS | inhibition (reported as % activation of signal), % at 10 µM | 360,000 tested, 0.83% active | AID 588458, 2011; in the data active = inhibition above about 50%
Rpn11 inh: Rpn11 (PSMD14) deubiquitinase inhibitors, primary screen, biochemical, fluorescence polarization, uHTS; human 26S proteasome, Ub4-pepOG fluorescence polarization; 20S core pre-blocked with epoxomicin; calls only at 20 µM; 360,000 tested, 0.59% active; AID 588493, 2011;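 active = inhibition at 20 µM, scaled to each plate's controls, above about 33%, limit read from the data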
Target sequence (O00487 whole entry, looked up): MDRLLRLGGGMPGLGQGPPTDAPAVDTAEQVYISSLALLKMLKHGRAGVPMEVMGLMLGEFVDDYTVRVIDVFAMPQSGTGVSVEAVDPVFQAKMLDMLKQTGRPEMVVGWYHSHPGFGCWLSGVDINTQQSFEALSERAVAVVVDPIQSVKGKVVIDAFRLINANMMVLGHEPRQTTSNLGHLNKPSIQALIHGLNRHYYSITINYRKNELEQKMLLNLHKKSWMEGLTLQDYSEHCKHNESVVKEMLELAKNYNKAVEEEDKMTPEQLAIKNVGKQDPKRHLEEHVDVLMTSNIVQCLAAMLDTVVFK
CSN inh: inhibitors of CSN-mediated cullin deneddylation, primary screen, biochemical, fluorescence polarization, uHTS; Purified CSN, SCF-Nedd8-OG deneddylation; 360,000 tested, 0.38% active; inhibition, % at 12.5 µM; COP9 signalosome complex subunit 5 (Homo sapiens), Q92905;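 active = pattern-corrected inhibition above about 35%, with an unprinted fluorescence ratio check between 0.5 and 1.5, limit read from the data, passing the limit was not always enough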;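 note: 0% = enzyme with substrate and 100% = substrate without enzyme; some results filed as inactive read as strong as hits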
Target sequence (Q92905 whole entry, looked up, one chain of several): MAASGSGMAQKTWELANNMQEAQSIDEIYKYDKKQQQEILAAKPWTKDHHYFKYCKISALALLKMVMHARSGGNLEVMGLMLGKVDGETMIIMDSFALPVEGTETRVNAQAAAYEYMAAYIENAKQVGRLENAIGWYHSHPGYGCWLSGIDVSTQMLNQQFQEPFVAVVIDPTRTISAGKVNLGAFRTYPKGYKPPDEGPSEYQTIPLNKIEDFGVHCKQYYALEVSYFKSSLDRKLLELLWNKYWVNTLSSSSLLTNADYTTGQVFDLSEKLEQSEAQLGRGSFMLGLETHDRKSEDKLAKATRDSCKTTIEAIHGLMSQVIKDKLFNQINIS
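Detection – fluorescence polarization · System – HEK293T-derived human Csn5 enzyme · Controls – substrate-only high control, full reaction low control · Timing – 90 min, room temperature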
TbMetRS inhib: T. brucei MetRS inhibitors, primary screen, biochemical, luminescence; purified T. brucei MetRS, ATP depletion, Kinase-Glo luminescence; inhibition, % at 11.9 µM; 360,000 tested, 0.4% active; AID 624268, 2012;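 active = inhibition above a per-plate cutoff of the control wells' mean inhibition plus 3 SD, cut at about 5.5% in these data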;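 note: 0% = DMSO wells median and 100% = median of wells with control inhibitor compound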
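Material: parasite MetRS enzyme / Replication: singlicate, one well per compound / Signal: luminescence of leftover ATP / Schedule: 2 h aminoacylation at 25 °C after 15 min preincubation / Medium: HEPES-MgCl2-KCl buffer plus DTT, spermine, BSA, pyrophosphatase / Doses: 11.9 µM single point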
NadD inh: inhibitors of S. aureus NadD, primary screen, biochemical, colorimetric, uHTS | AID 602399, 2012 | 360,000 tested, 0.78% active | Nicotinate-nucleotide adenylyltransferase NadD (Staphylococcus aureus N315) | inhibition, % at 20 µM | purified NadD enzyme, colorimetric absorbance read-out; in the data active = inhibition above about 26%; note: some compounds past the cut are filed as inactive
MsrA inh: bovine MsrA enzyme inhibitors, primary screen, biochemical, absorbance, HTS. purified bovine MsrA, absorbance read-out. 360,000 tested, 0.75% active. AID 651718, 2012. inhibition, % at 15.5 µM; in the data active = inhibition above about 4.5%;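 note: 0% = vehicle wells with enzyme and 100% = reference inhibitor wells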
LMPTP block: LMPTP phosphatase inhibitors, primary screen, biochemical, fluorescence intensity, uHTS; Low molecular weight phosphotyrosine protein phosphatase (Homo sapiens), P24666; recombinant LMPTP-A, OMFP fluorogenic substrate; inhibition, % at 20 µM; 360,000 tested, 0.22% active;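 active = compounds that cut the enzyme signal by at least half of the control window in the single-dose screen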;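 note: plate controls were DMSO wells with enzyme plus substrate for no effect and substrate without enzyme for full effect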
Target sequence (P24666 whole entry, looked up): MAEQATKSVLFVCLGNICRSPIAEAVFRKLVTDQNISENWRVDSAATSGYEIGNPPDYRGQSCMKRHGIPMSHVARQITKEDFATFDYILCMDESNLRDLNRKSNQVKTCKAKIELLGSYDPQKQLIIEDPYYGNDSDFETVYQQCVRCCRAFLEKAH
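Test system: LMPTP-A phosphatase enzyme. Amount: LMPTP-A at 0.625 nM final in the reaction. Reagent: OMFP substrate, 400 µM final. Times: 50 min at room temperature. Signal: endpoint fluorescence intensity from OMFP dephosphorylation. Read-out basis: % inhibition. Benchmarks: no-enzyme and uninhibited controls.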
SUMO1 PPI mod: modulators of SUMO1 protein-protein interactions, primary screen, biochemical, uHTS. Small ubiquitin-related modifier 1 (Homo sapiens), P63165. SUMO1 binding to a labelled peptide, TR-FRET, 1 h. inhibition, % at 20 µM. 360,000 tested, 0.33% active; in the data active = inhibition above about 37%
Target sequence (P63165 whole entry, looked up): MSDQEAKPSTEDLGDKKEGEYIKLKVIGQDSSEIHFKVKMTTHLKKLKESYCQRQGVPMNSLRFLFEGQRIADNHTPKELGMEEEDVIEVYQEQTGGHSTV
Numbers without * were called inactive; i = inactive; . = no result given.

SMILES	STEP inh	Scp-1 inhibitor	DNMT1 inh	Rpn11 inh	CSN inh	TbMetRS inhib	NadD inh	MsrA inh	LMPTP block	SUMO1 PPI mod
C=CCOc1ccc(C=NNc2ccc(S(=O)(=O)Nc3ccccc3C(=O)O)cc2[N+](=O)[O-])cc1OC	100*	71*	90*	i	40	0.4	18	-1.2	100*	69*
CN(Cc1ccccc1)C(=O)c1ccco1	1	-10	-1	i	1	-0.6	-1	0.5	0.2	-3
O=C(COC(=O)c1ccc[n+]([O-])c1)Nc1ccc([N+](=O)[O-])cc1C(F)(F)F	0	-4	3	i	0	-0.1	-3	0.0	-0.8	-30
CN1CCN(c2oc(-c3ccccc3)nc2S(=O)(=O)c2ccccc2)CC1	-3	-4	0	i	0	-0.3	-1	0.9	-0.2	1
Cc1cc(NC(=O)CCCC(=O)O)nc(C)n1	-1	3	5	i	0	-1.2	0	1.0	-1.3	-4
Cc1nc(Cc2nnc(SC(C)C(=O)Nc3cccc(C#N)c3)o2)cs1 (centres undefined)	-3	-11	4	i	3	0.1	-2	.	-3.4	1
Cc1ccc(NC(=O)CSCC(=O)N2CCN(C(=O)c3ccco3)CC2)cc1	-2	-8	5	i	1	0.4	-3	0.2	-1.4	1
Cc1nn(-c2ccccc2)c(N2CCCCC2)c1/C=N/O	-3	-3	0	i	-2	-0.2	1	-0.5	-0.5	-1

Part of the list above, with two lines to a compound.
Second line of a record – STEP inh | Scp-1 inhibitor | DNMT1 inh | Rpn11 inh | CSN inh | TbMetRS inhib | NadD inh | MsrA inh | LMPTP block | SUMO1 PPI mod
Cc1ccc(NC(=O)CSCC(=O)N2CCN(C(=O)c3ccco3)CC2)cc1
 : -2 | -8 | 5 | i | 1 | 0.4 | -3 | 0.2 | -1.4 | 1
Cc1cc(NC(=O)CCCC(=O)O)nc(C)n1
 : -1 | 3 | 5 | i | 0 | -1.2 | 0 | 1.0 | -1.3 | -4

LMPTP block, what is marked active above.
smiles	Scp-1 inhibitor	DNMT1 inh	Rpn11 inh	CSN inh	TbMetRS inhib	NadD inh	MsrA inh	LMPTP block	SUMO1 PPI mod
C=CCOc1ccc(C=NNc2ccc(S(=O)(=O)Nc3ccccc3C(=O)O)cc2[N+](=O)[O-])cc1OC	71*	90*	i	40	0.4	18	-1.2	100*	69*

The results go on:
SMILES	STEP inh	Scp-1 inhibitor	DNMT1 inh	Rpn11 inh	CSN inh	TbMetRS inhib	NadD inh	MsrA inh	LMPTP block	SUMO1 PPI mod
COC(=O)C1=C(C)NC(=O)/C1=C\c1cc(C)n(-c2ccc(F)cc2)c1C	-3	-5	-23	i	6	-0.2	6	0.7	-0.8	-4
Cc1ccc(S(=O)(=O)N2CCC(C(=O)Nc3nnc(-c4ccc(F)cc4)s3)CC2)cc1	-1	-4	9	i	-7	-0.7	16	-0.7	2.9	-1
COc1cc(OC)cc(C(=O)N[C@H](C(=O)Nc2ccc3c(c2)OCO3)C(C)C)c1	-4	-2	4	i	2	-1.1	-2	-0.8	1.6	-3
S=c1nc(C2CC2)[nH]c2ccccc12	5	23	18	i	11	2.4	4	0.6	2.4	5
CCOc1ccc(C(=O)Cc2cc3cccc(OC)c3oc2=O)cc1	1	-16	-2	i	-3	0.2	-1	-0.3	0.3	-7
CC(C)NC(=O)NC(=O)COc1cccc2c1OC(C)(C)C2	0	6	1	i	4	-0.2	-7	-1.0	1.2	0
CCCC(=O)NCCc1nc2ccccc2n1CCC	2	10	6	i	1	0.4	2	-0.2	-0.8	1
Cc1oc(-c2ccc(-c3ccccc3)cc2)nc1CN1CCN(CC(=O)N(C)C)CC1	-4	-29	-7	i	2	-0.9	-7	1.2	-0.3	-2
CC(C)(C)NC(=O)C1c2ccccc2OCC(=O)N1Cc1ccccc1 (centres undefined)	.	.	.	.	3	-2.1	-1	0.8	-0.5	2
COc1cccc(CN(C)CC(=O)NCc2ccccc2Cl)c1OC	-1	-1	0	i	-4	-0.6	0	0.3	-0.9	-1
CCOc1ccc(CN2CCN(Cc3cccc4c3OCO4)CC2CCO)cc1 (centres undefined)	3	-3	0	i	6	-0.4	-3	1.1	5.1	-2
COc1ccc(C(=O)NC2(C(F)(F)F)C(=O)Nc3c2c(=O)[nH]c(=O)n3CCc2ccc(OC)c(OC)c2)cc1 (centres undefined)	-2	5	0	i	0	-0.4	-1	0.1	-0.2	0
COC(=O)c1sccc1NC(=O)Cn1nnc(-c2ccccc2C)n1	0	-12	5	i	2	-1.2	-10	-1.1	-1.5	0
Cn1ccc2c(-c3ccc(C(C)(C)C)cc3)cc3c(c21)C1CCC3O1 (centres undefined)	0	.	-9	i	-1	-0.2	-2	0.7	3.2	-10
CCN(CC)c1ccc(N=Cc2ccc([N+](=O)[O-])o2)cc1	7	1	18	i	-8	-0.1	6	1.4	5.0	-21
C[C@@H]1Cn2cnc(C(=O)Nc3cccc(Cl)c3)c2C(=O)N1	-1	.	3	i	5	0.3	8	0.0	-0.4	0

Rewritten as labelled records: entries from further up
molecule: COc1cccc(CN(C)CC(=O)NCc2ccccc2Cl)c1OC
  STEP inh: -1; Scp-1 inhibitor: -1; DNMT1 inh: 0; Rpn11 inh: i; CSN inh: -4; TbMetRS inhib: -0.6; NadD inh: 0; MsrA inh: 0.3; LMPTP block: -0.9; SUMO1 PPI mod: -1
molecule: C[C@@H]1Cn2cnc(C(=O)Nc3cccc(Cl)c3)c2C(=O)N1
  STEP inh: -1; Scp-1 inhibitor: .; DNMT1 inh: 3; Rpn11 inh: i; CSN inh: 5; TbMetRS inhib: 0.3; NadD inh: 8; MsrA inh: 0.0; LMPTP block: -0.4; SUMO1 PPI mod: 0

(more compounds)
SMILES	STEP inh	Scp-1 inhibitor	DNMT1 inh	Rpn11 inh	CSN inh	TbMetRS inhib	NadD inh	MsrA inh	LMPTP block	SUMO1 PPI mod
Cc1cccc(NC(=O)CCC(=O)NCCO)c1	0	-10	2	i	-8	-0.1	-4	0.4	-1.5	-5
CN1CCN(C(=S)c2cn(CCOc3ccccc3F)c3ccccc23)CC1	7	-3	2	i	-1	0.3	-7	0.6	-0.4	5
O=C(Nc1ccccc1)c1ccc(N2CCN(c3ccccn3)CC2)c(S(=O)(=O)N2CCOCC2)c1	3	-2	-7	i	-1	-1.3	7	0.6	1.5	4
COC(=O)CN(c1ccccc1OC)S(=O)(=O)c1ccccc1	-1	-6	-2	i	-10	-0.7	-10	0.1	-0.2	0
CC(C)CNC(=O)c1cccc(NC(=O)C2CCCO2)c1 (centres undefined)	-2	-15	5	i	-3	-0.5	-4	1.1	-1.0	-2
COc1ccc(Nc2cc(C(=O)NCCCN3CCN(C)CC3)c3ccccc3n2)cc1OC	1	-4	2	i	4	-0.1	-8	-0.5	-1.9	-4
CCCCOC(=O)CSc1nc2c(cc1C#N)C(=O)CC(C)(C)C2	2	-3	2	i	1	-0.3	1	-0.6	2.9	-3
Cc1cccc(C)c1NS(=O)(=O)c1c(C(=O)N2CCCCC2)c(C)n(C)c1C	-1	-6	1	i	6	-0.3	-1	0.1	0.3	-3
CN(C)CCCOC(=O)c1ccccc1	-3	-9	2	i	3	0.2	1	-0.1	-5.8	-3
COCc1c(C(=O)OCC(=O)N2c3ccccc3CC2C)oc2ccccc12 (centres undefined)	1	6	5	i	-4	-0.9	-4	1.1	0.5	1
CCNC(=O)COC(=O)c1cc(C)n(-c2ccccc2)c1C	3	-1	4	i	18	-1.0	0	-0.5	0.5	8
COc1ccc([C@H]2CC(=O)C=C(c3ccc(-c4ccccc4)cc3)C2)cc1OC	4	-8	-10	i	1	-0.2	1	0.8	2.1	-1
Cn1c(=O)c2c(nc(SCc3ccc(C(=O)O)cc3)n2C)n(C)c1=O	-1	-7	-1	i	-4	-0.7	-6	1.2	0.9	8
O=C(NCCN1CCNCC1)c1ccccc1O	5	-11	3	i	-1	0.5	-2	0.4	1.8	1
CCOC(=O)/C=c1\s/c(=C\c2ccc3cc(OC)ccc3c2)c(=O)n1CC(=O)NCc1ccc2c(c1)OCO2	-6	-9	14	.	60*	-0.1	33*	1.7	3.2	1
O=C(CNC(=O)/C=C/c1ccco1)N=Nc1c(O)[nH]c2ccccc12	98*	93*	93*	i	54	0.7	34*	2.2	72*	105*
Cn1c(=O)c2nc(SCc3ccccc3)n(C)c2n(C)c1=O	-2	-10	3	i	4	-0.6	-7	0.8	-1.5	2
COc1ccc(NC(=O)c2ccco2)cc1NC(=O)c1cccnc1	0	-4	-1	i	-7	-0.1	-4	0.8	-1.2	7
N#Cc1cc2c(=O)n3ccccc3nc2n(CCCn2ccnc2)c1=N	-2	-1	5	i	4	-0.4	-6	0.0	7.2	-17
Cc1csc(=O)n1CC(=O)OCC(=O)NNC(=O)c1ccc([N+](=O)[O-])cc1	-2	-2	-2	i	2	-0.7	-7	0.6	1.0	-35
COCCN(C(=O)CSc1nnc(C)n1Cc1ccccc1)c1c(N)n(CC(C)C)c(=O)[nH]c1=O	-1	-2	-1	i	-1	-0.5	-1	-1.3	-0.7	-1
O=C(O)Cn1c2ccccc2c2nc3ccccc3nc21	-1	.	-1	i	1	-0.2	-1	.	-0.2	-11
O=[N+]([O-])c1cccc(Nc2nc(Cl)nc(Cl)n2)c1	-4	-7	1	i	-3	0.0	-5	0.8	-2.4	9

Source: PubChem BioAssay (several laboratories)
